# Bioassay records deposited in PubChem by National Center for Advancing Translational Sciences (NCATS).
# ERK EGF inh – qHTS Assay for Inhibitors of the ERK Signaling Pathway using a Homogeneous Screening Assay; Stimulation with EGF; HEK293-V1b, EGF-stimulated phospho-ERK AlphaScreen; Potency, µM (titrated, usually from 11.5 µM), inactives show at the highest dose activity change, negative = inhibition, most hits filed as inhibitors; 130,000 compounds, 0.41% hits; AID 1454, 2008; active = well fitted inhibition curve with a large enough effect; inconclusive = small, poorly fitted or top-dose-only effect, or effect the other way;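 note: plate controls were stimulated vehicle wells for no effect and unstimulated vehicle basal for full effect; nearly all actives have a fitted effect of over 55% in size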
#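 Readout: AlphaScreen signal for phosphorylated ERK in lysed HEK293 cells stably expressing V1b. Stimulus 25 nM EGF, 5 min, following 30 min compound exposure. Data scaled to DMSO basal and full EGF activation.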
# An asterisk follows results filed as active; ? = inconclusive; [ ] = another dose, or the depositor's remark. Potency is the fitted concentration of half-maximal effect. These rows are one share of the data; count on the stated rates, not on these rows.
item	molecule	ERK EGF inh
1	Cc1ccc(NC(=O)C2(C)Cc3ccccc3C(=O)O2)cc1 (stereo not drawn)	-2%
2	COc1cc(C(=O)C(=O)c2ccc(O)c(OC)c2)ccc1O	-6%[57.5 µM]
3	COC(=O)c1ccc(Oc2nc(NC(C)C)nc(NC(C)C)n2)cc1	-12%[57.5 µM]
4	COc1ccc(S(=O)(=O)N2CCc3cc(OC)c(OC)cc3C2)cc1	7%[57.5 µM]
5	COC(=O)Cc1[nH]nc2c1C(c1ccc(O)c(OC)c1)C(C#N)=C(N)O2 (stereo not drawn)	-19%[57.5 µM]
6	Cc1ccc(S(=O)(=O)NC(=O)c2ccc(Br)o2)c(C)c1	-5%
7	CCC(=O)N1CCN(c2ccc(NC(=S)NC(=O)c3ccc(OC)c([N+](=O)[O-])c3)cc2)CC1	-4%
8	COc1ccccc1OCc1csc(N)n1	32%
9	Cc1ccccc1CSc1nnc(-c2ccncc2)o1	-8%
10	CCNC(=S)N/N=C1\CCCCc2ccccc21	-10%
11	CCCc1cc(=O)[nH]c(SCC(=O)Nc2sc3c(c2C#N)CCC(C)C3)n1 (stereo not drawn)	-16%
12	CN1CCN(NC(=O)CSc2ccc(Cl)cc2Cl)CC1	6%
13	COC(=O)C1=C(C)NC(C)=C([N+](=O)[O-])[C@@H]1c1ccccc1C(F)(F)F	-7%
14	CCOC(=O)c1cc(CC)sc1/N=C/C1=C(O)CC(C)(C)CC1=O	-7%
15	COc1cccc([C@@H]2Oc3ccc(OC)cc3C(=O)[C@H]2OC(=O)N[C@H]2CCCc3ccccc32)c1	-11%
16	Cc1[nH]nc2c1C(c1ccco1)C(C#N)=C(N)O2 (stereo not drawn)	2%
17	CCc1ccccc1NC1=NCC(=O)N1Cc1ccc2c(c1)OCO2	6%
18	Cc1ccc2c(c1)C(=O)[C@]1(O)CCN(c3ccccc3)C1=N2	2%
19	COc1ccccc1NC(=S)N(Cc1ccco1)Cc1cc2ccc(C)c(C)c2[nH]c1=O	?
20	NC1=NC2(CCCCC2)N(c2ccc(F)cc2F)C(N)=N1	1%
21	Cc1nn(-c2ccccc2)c(C)c1/C=N/N1CCN(Cc2ccccc2)CC1	?
22	Cc1nsc(N)c1C(=O)O	7%[57.5 µM]
23	CCCC(=O)Nc1ccc(C(=O)Nc2cccc(OC)c2)cc1	5%
24	Cc1ccc(NC(=O)N2CCN(C/C=C/c3ccccc3)CC2)cc1	4%
25	COc1ccc(OCC(=O)N/N=C(\C)c2cc3ccccc3o2)cc1	-8%
26	O=C(CSc1nc2sc3c(c2c(=O)[nH]1)CCCC3)NCCO	9%
27	O=C(NCCNc1nccc(C(F)(F)F)n1)c1cccs1	6%[57.5 µM]
28	Cc1ccc(CN2CCNC(=O)C2CC(=O)N(C)CCc2ccccc2)cc1 (stereo not drawn)	1%
29	O=C(NNC(=O)c1ccncc1)NC1CCCCC1	0%
30	Cc1nc2n(c(=O)c1CCN1CCC(c3noc4cc(F)ccc34)CC1)CCCC2	12%

# Two entries from above, with values ahead of the structure.
entry | ERK EGF inh | Molecule
23 | 5% | CCCC(=O)Nc1ccc(C(=O)Nc2cccc(OC)c2)cc1
24 | 4% | Cc1ccc(NC(=O)N2CCN(C/C=C/c3ccccc3)CC2)cc1

# In the list so far, these have two or more sulfur atoms:
item	molecule	ERK EGF inh
11	CCCc1cc(=O)[nH]c(SCC(=O)Nc2sc3c(c2C#N)CCC(C)C3)n1 (stereo not drawn)	-16%
26	O=C(CSc1nc2sc3c(c2c(=O)[nH]1)CCCC3)NCCO	9%

# (listing goes on)
item	molecule	ERK EGF inh
31	CCOC(=O)C(NC(C)=O)(NC(C)C)C(F)(F)F (stereo not drawn)	7%[57.5 µM]
32	CCn1nc(NC(=O)c2ccncc2)c2cc3cc(C)ccc3nc21	-13%
33	Cc1nc2cc(NS(=O)(=O)c3ccccc3F)ccc2s1	-5%[57.5 µM]
34	Cc1ccc(-c2nc(CN(C)C3CCOC3)c(C)o2)s1 (stereo not drawn)	-6%
35	O=C(NC(=S)Nc1ccc(N2CCOCC2)cc1)c1cccs1	-7%
36	Cc1c(C(=O)NN2CCCCC2)nn(-c2ccc(Cl)cc2Cl)c1-c1ccc(I)cc1	-6%
37	CCOC(=O)Cc1csc(NC(=O)Nc2cccc(OC)c2)n1	18%[57.5 µM]
38	CCSc1nc2ccc(N3C(=O)C4C5C=CC(C5)C4C3=O)cc2s1 (stereo not drawn)	8%
39	c1cc2c(cc1OCCNC1CCCC1)CCC2	-2%
40	N#C/C(=C\c1ccc(N2CCCCC2)o1)C(N)=O	3%
41	CCN(CC)Cc1c(O)ccc2occ(C(=O)c3ccc(OC)cc3)c12	0%
42	CC(C)Oc1ccc(N2CC(C(=O)Nc3ccc(N4CCOCC4)cc3)CC2=O)cc1 (stereo not drawn)	7%
43	CC(=O)Nc1c([N+](=O)[O-])cc(C)c(Cl)c1[N+](=O)[O-]	3%
44	CC(C)c1ccc(S(=O)(=O)/N=C2/C=C(Sc3ncn[nH]3)C(=O)c3ccccc32)cc1	5%
45	CC(C)[N+]1(C)[C@@H]2CC[C@H]1CC(OC(=O)C(CO)c1ccccc1)C2 (stereo partly drawn)	-2%[57.5 µM]
46	COc1ccc(CCNC(=O)CCc2ccc(S(=O)(=O)NCC(C)C)cc2)cc1	-3%
47	CCc1ccccc1N1C(=O)C2C3CC(=O)C(c4ccccc43)C2C1=O (stereo not drawn)	4%
48	O=c1[nH]c(SCc2ccccc2Cl)nc2[nH]ncc12	-14%
49	C(=Nc1ccc(N2CCOCC2)cc1)c1c[nH]c2ccccc12	-3%[57.5 µM]
50	CCOC(=O)C1CCCN(S(=O)(=O)c2ccc(C)cc2)C1 (stereo not drawn)	4%
51	CCOc1ccc2[nH]c(=O)c(CN(CCN3CCCC3)C(=S)Nc3ccccc3OC)cc2c1	0%
52	Cc1[nH]n(-c2nc(-c3cccc([N+](=O)[O-])c3)cs2)c(=O)c1C	8%
53	COC(=O)c1sc(N)c(C(=O)OC)c1COC(=O)[C@@H](NS(=O)(=O)c1cccc(Cl)c1)C(C)C	-1%
54	Cc1ccc(Cn2nc(C)c(NC(=O)C3CC3)c2C)cc1	19%
55	Cn1c(=O)oc2cc(S(=O)(=O)Nc3ccc(Cl)cc3F)ccc21	-8%
56	Cn1c(CN2CCOCC2)nnc1SCc1ccc(C#N)cc1	-1%
57	CCCNC(=O)N1CCN(Cc2ccco2)CC1	9%
58	CC(=O)C1=C(c2ccccc2)NC(=S)NC1c1ccc(O)c(O)c1 (stereo not drawn)	-5%
59	Cc1cc(CCCCCCCCc2cc(C)cc(=O)o2)oc(=O)c1	1%
60	Cc1ccc(Oc2ccc(OCC(=O)NC(CC(C)C)C(=O)O)cc2)cc1 (stereo not drawn)	5%

# Reformatted with the structure last: entries from further up
nr | ERK EGF inh | molecule
37 | 18%[57.5 µM] | CCOC(=O)Cc1csc(NC(=O)Nc2cccc(OC)c2)n1
55 | -8% | Cn1c(=O)oc2cc(S(=O)(=O)Nc3ccc(Cl)cc3F)ccc21
60 | 5% | Cc1ccc(Oc2ccc(OCC(=O)NC(CC(C)C)C(=O)O)cc2)cc1 (stereo not drawn)
39 | -2% | c1cc2c(cc1OCCNC1CCCC1)CCC2

# The list goes on.
item	molecule	ERK EGF inh
61	O=C(Nc1nc(-c2cc3ccccc3o2)cs1)c1ccc(S(=O)(=O)N2CCCC2)cc1	4%
62	CCOc1ccc(-c2nnn(CC(=O)NCc3ccccc3)n2)cc1	11%
63	Cc1ccc(NC(=S)N(CCCN2CCCC(C)C2)Cc2ccco2)cc1C (stereo not drawn)	?
64	CC(C)N(Cc1ccccc1)C(=S)Nc1ccc(F)cc1	-5%
65	Cc1sc2ncnc(SCC(=O)NNC(=O)c3ccco3)c2c1C	3%
66	COC(=O)CSc1ccc2nnc(CCNS(=O)(=O)c3ccc(C)cc3)n2n1	-3%
67	Cc1ccsc1C1Nc2ccccc2C(=O)N1O (stereo not drawn)	3%
68	Cc1cc(C)c([C@@H]2C[C@H]3CN(C4CCCC4)C(=O)[C@]34CCCN24)c(-n2cccn2)c1	-9%[57.5 µM]
69	c1cncc(CNc2nc(-c3ccoc3)nc3ccccc23)c1	20%
70	Cc1cc(-c2csc(NC(=O)c3ccc(C#N)cc3)n2)c(C)n1Cc1ccco1	4%
71	O=C(Nc1ccc(S(=O)(=O)N2CCOCC2)cc1)c1cc(-c2cc(Cl)ccc2O)n[nH]1	?
72	O=C(OCc1cnc(Cl)s1)c1cccs1	-6%
73	O=C(/C=C/c1ccc(-c2cccc([N+](=O)[O-])c2)o1)N1CCOCC1	?
74	COc1cc(C(C)=O)ccc1COc1ccc(C(=O)OCC(=O)NC(C)(C)C)cc1OC	6%
75	COc1ccccc1Nc1nc(N)nc(CCl)n1	10%[57.5 µM]
76	Cc1ccc(C2CC2C(=O)NNC(=S)Nc2cccc(C)c2)cc1 (stereo not drawn)	18%
77	CC(C)(C)OC(=O)N[C@@H](Cc1ccccc1)c1nnc(SCC(N)=O)o1	-1%[57.5 µM]
78	CCN(CC)S(=O)(=O)c1ccc2[nH]c(=O)cc(C(=O)Nc3ccc(C)cc3)c2c1	-4%
79	CCOc1ccc(CNC(=O)CCc2cn(Cc3ccccc3)c3ccccc23)cc1	2%
80	CN1N=C(C(F)(F)F)CC1=O	-2%
81	c1csc(-c2ccnc3ncnn23)c1	-3%
82	COc1ccc(CCNC(=O)CSc2nnc3ccc(-c4cccnc4)nn23)cc1	-4%
83	O=C(CC1C(=O)NCCN1Cc1ccccc1C(F)(F)F)NCCn1cccn1 (stereo not drawn)	12%
84	O=C(CN1CCN(c2ccccc2O)CC1)Nc1cc([N+](=O)[O-])ccc1Cl	4%
85	Cn1cccc1/C=N/NC(=O)Cc1cccc2ccccc12	3%
86	O=C(COc1ccccc1)Nc1ncn[nH]1	3%[57.5 µM]
87	COc1ccc(CNC(=O)COC(=O)/C=C/c2ccc(Cl)cc2)cc1	7%
88	O=C(Nc1ccc2ccccc2c1)c1ccc(Cl)cc1Cl	9%[57.5 µM]
89	CCCCCOCC1CC(C/C(C)=N/NC(N)=O)(C(=O)OCC)C(=O)O1 (stereo not drawn)	11%[57.5 µM]
90	Cc1onc(-c2c(Cl)cccc2Cl)c1C(=O)c1c[nH]c(C(=O)NCC2CCCO2)c1 (stereo not drawn)	-5%

# More structures:
item	molecule	ERK EGF inh
91	CCN1C(=O)C(CC(=O)Nc2cccc(C(C)=O)c2)S/C1=N\c1ccccn1 (stereo not drawn)	18%
92	COc1cc2c(cc1OC)C(=O)Cc1ccc3c(c1CN(C)CC2)OCO3	-21%
93	CC1SC(C)C(=O)N(CC(=O)NCc2ccc(F)cc2)C1=O (stereo not drawn)	3%
94	Cn1cc(CN2CCC[C@H]2CO)c(-c2cccc(Cl)c2)n1	-7%
95	COc1ccccc1CN1CCCC2(CCN(C(=O)c3cnccn3)CC2)C1	-13%
96	C=CCn1c(=O)c(C(=O)Nc2cccnc2)c(O)c2ccccc21	-3%
97	CCN(CC)S(=O)(=O)c1ccc(C(=O)NCc2n[nH]c(=S)n2-c2ccc(Cl)c(Cl)c2)cc1	10%
98	CCn1cc(/C=C/C(=O)c2ccc(O)cc2)c(C)n1	-5%
99	Oc1cccc(NC(=S)Nc2cccnc2)c1	0%
100	C=CCOc1c(Br)cc(CNc2ccc(NC(=O)C(C)C)c(OC)c2)cc1OCC	-4%
101	CCCSc1nc2cc(OC)c(OC)cc2c(=N)n1CCCN1CCOCC1	4%
102	CS(=O)(=O)Nc1ccc(S(=O)(=O)NC2CCCCC2)cc1	-8%[57.5 µM]
103	CCCCCCCC(=O)O[C@H](CC(=O)O)C[N+](C)(C)C	8%
104	COc1ccccc1C(c1nnnn1C(C)(C)C)N1CCN(Cc2ccccc2)CC1 (stereo not drawn)	-5%
105	O=C(Cc1ccccc1)NN1C(=O)/C(=C/c2ccccc2C(=O)O)SC1=S	14%[57.5 µM]
106	COc1cc(OC)cc(C(=O)NCCSC2CCCCC2)c1	3%
107	C[C@@H](NCCc1ccc(O)cc1)[C@@H](O)c1ccc(O)cc1	-4%
108	NC(=O)c1ccc2c(c1)S(=O)(=O)c1ccccc1C2=O	4%[57.5 µM]
109	CCOc1ccc(OCC)c(S(=O)(=O)NCCOC23CC4CC(CC(C4)C2)C3)c1	-13%
110	CC1(C)CC(CC(=O)O)CC(C)(C)N1	-9%
111	CCCC[C@H](CN(N=O)[C@@H](Cc1ccccc1)CN(C)N=O)N(CCc1ccccc1)N=O	-14%[57.5 µM]
112	COc1cc(NC(=O)CN2C(=O)NC(C)(c3ccc4ccccc4c3)C2=O)c(C)cc1[N+](=O)[O-] (stereo not drawn)	4%
113	CCC(=O)N1c2ccccc2NC2=C(C(=O)CCC2)C1c1ccco1 (stereo not drawn)	10%
114	CCCCCC(=O)NC(=S)Nc1ccc(N2CCOCC2)cc1	-5%
115	CCN(CC)S(=O)(=O)c1cc(NC(=O)CSc2nccn2C)ccc1C	-5%
116	CN(C)C(=O)/C(=C\c1cccc(Oc2ccccc2)c1)NC(=O)c1ccccc1	-5%
117	O=C(COC(=O)C1CCN(S(=O)(=O)c2ccc3c(c2)OCCO3)CC1)Nc1cccc2ccccc12	-2%
118	COc1ccc(/C=N/NC(=O)c2cccnc2)cc1COc1ccc(NC(C)=O)cc1	1%[57.5 µM]
119	Cc1cc(Br)cc2c1NC(=O)C2(O)CC(=O)c1ccco1 (stereo not drawn)	28%

# Given with values ahead of the structure: two of the compounds above
item	ERK EGF inh	structure
99	0%	Oc1cccc(NC(=S)Nc2cccnc2)c1
112	4%	COc1cc(NC(=O)CN2C(=O)NC(C)(c3ccc4ccccc4c3)C2=O)c(C)cc1[N+](=O)[O-] (stereo not drawn)
